Compound activity as filed in PubChem.
Gal4-VP16 FLuc – Gal4-VP16 reporter inhibition counter-screen; Drosophila S2 Gal4-VP16 UAS-luciferase, luminescence, 20 h; Potency, µM (titrated, usually from 53.6 µM), for the others: at the top dose activity, negative = inhibition, actives largely listed as inhibitors; AID 2546; 310,000 compounds, 3.5% hits;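 also: Gal4-VP16 expression switched on by copper sulfate through the metallothionein promoter; potency is read from the fitted curve at half-maximal effect; % is scaled to controls: 0 for no effect and ±100 for the full control effect; nearly all actives have a fitted effect of over 50% in size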
Rab9 promoter act – activates the Rab9 promoter; Huh7 Rab9 promoter-luciferase reporter, luminescence, 24 h; Potency, µM (highest dose often 9.22 µM), for the others: at the highest dose activation, negative = inhibition, hits mostly activators; 320,000 compounds, 2.8% hits; also: potency is read from the fitted curve at half-maximal effect; % of control where 0% means no effect; nearly all actives have a fitted effect of over 60% in size
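Luminescence from Amplite-detected luciferase (10 minutes, ambient) reports Rab9 promoter activation. Before that, stable Rab9-luciferase Huh7 cells (1500/well, reduced-serum OP-MEM I plus 10% FBS) were exposed to compound for 24 hours at 37C.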
FBPA coupling cs – counter-screen for Giardia aldolase inhibitors: coupling enzyme system; 290,000 compounds, 0.67% hits; coupling enzyme system counterscreen, AmpLite Red fluorescence; activity change, negative = inhibition, % at 58.2 µM, hits read low; in the data active = activity change below about -30%; also: % is scaled to controls: 0 for no effect and ±100 for the full control effect
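Activity here indicates interference with the coupling reaction, not aldolase inhibition. Compounds at 57.5 uM final met coupling enzymes for 10 min at RT; substrate and AmpLite Red detection followed, with a 525/598 nm fluorescence read after 20 min.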
KCNH2 3.1 inh – blocks the human KCNH2 3.1 channel isoform; U2OS KCNH2 3.1, thallium flux FluxOr; active compounds read low; activity change, % (tested at about 1.8 µM); 340,000 compounds, 0.95% hits; AID 720553;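 active = maximum activity change below -70%; inconclusive = maximum activity change from -70% to -50%; inactive = maximum activity change above -50%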;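 also: thallium influx rate constant from kinetic fluorescence after stimulation buffer; % is scaled to controls: 0 for no effect and ±100 for the full control effect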
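Virally transduced U2OS (3.1 isoform, 4 h infection in dark at RT) → overnight 37 C → FluxOr + Red40 in HBSS/HEPES, 45 min → stimulation buffer, 2 min kinetic read → rate constant vs DMSO controls.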
Giardia killer – kills Giardia lamblia; Giardia lamblia trophozoite viability; activity change, % at 7.66 µM, hits read low; 340,000 compounds, 0.15% hits; in the data active = activity change below about -80%; inconclusive = between about -30% and that limit;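 also: parasites exposed to compound for two days anaerobically before the ATP read; % is scaled to controls: 0 for no effect and ±100 for the full control effect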
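Anaerobic 48 hrs incubation at 37 deg C of 100 trophozoites/well with test compounds; ATPLite 1-Step luminescence, 15-30 min RT, reports cellular ATP as viability.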
NPC1 prom act – activates the NPC1 promoter; Huh7 NPC1 promoter luciferase reporter, 24 h; Potency, µM (doses to about 9.22 µM), inactives show at the highest dose activation, hits mostly activators; 320,000 compounds, 2.4% hits; AID 485313;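 also: potency is read from the fitted curve at half-maximal effect; % of control where 0% means no effect; nearly all actives have a fitted effect of over 60% in size; reporter is driven by a mutant NPC1 promoter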
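Readout is luciferase luminescence, reflecting NPC1 promoter activation in stably transfected Huh7 cells after 24 h compound exposure at 37 °C in reduced-serum medium with 10% FBS.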
RORg inh – blocks mouse ROR gamma transcriptional activity; 310,000 compounds, 5.4% hits; P51450; Drosophila S2 Gal4-RORgamma UAS-luciferase reporter, 20 h; Potency, µM (titrated, usually from 53.6 µM), inactives show at the highest dose activity change, negative = inhibition, most hits filed as inhibitors; also: potency is read from the fitted curve at half-maximal effect; % is scaled to controls: 0 for no effect and ±100 for the full control effect; nearly all actives have a fitted effect of over 60% in size
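Read-out: Photinus luciferase luminescence; inhibitors lower reporter signal. Insect Schneider cells with Gal4-ROR gamma fusion under metallothionein promoter, UAS reporter; 700 uM final copper sulfate induction, 20 hr, ambient temperature.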
ELG1 genotoxic – induces genotoxicity in HEK293T cells with luciferase-tagged ELG1 | HEK293T ELG1-luciferase reporter, luminescence, 16 h | AID 504466 | Potency, µM (top dose mostly 46 µM), without a hit: at the top dose activity change, positive = activation, actives largely listed as activators | 330,000 compounds, 1.3% hits; also: potency is read from the fitted curve at half-maximal effect; % of control where 0% means no effect; nearly all actives have a fitted effect of over 60% in size
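ELG1-luciferase HEK293T cells, 2,000/well; compound pinned in; 16 hr, 37 °C, 5% CO2; ONE-Glo, 30 min RT; luminescence on CCD imager.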
uPA surface inh – inhibitors of cell surface uPA generation; cell surface uPA generation assay, qHTS; Potency, µM (series often up to 38.3 µM), without a hit: at the top dose activity change, negative = inhibition, hits mostly inhibitors; 330,000 compounds, 0.31% hits; AID 540303; active = well fitted inhibition curve with a large enough effect; inconclusive = small, poorly fitted or top-dose-only effect; inactive = no such curve, though single readings can be large or run the other way; tested in mouse RAW 264.7 cells; also: potency is read from the fitted curve at half-maximal effect; % is scaled to controls: 0 for no effect and ±100 for the full control effect; nearly all actives have a fitted effect of over 55% in size
FLuc counter – inhibits or activates purified firefly luciferase, miR-21 counter-screen | purified FLuc, Km substrates, luminescence inhibition | P08659 | 360,000 compounds, 6.9% hits | Potency, µM (doses to about 57.5 µM), for the others: at the highest dose activity change, negative = inhibition, most hits filed as inhibitors;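 also: potency is read from the fitted curve at half-maximal effect; plate controls were vehicle for no effect and reference inhibitor for full effect; nearly all actives have a fitted effect of over 55% in size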
Target sequence (P08659 whole entry, looked up): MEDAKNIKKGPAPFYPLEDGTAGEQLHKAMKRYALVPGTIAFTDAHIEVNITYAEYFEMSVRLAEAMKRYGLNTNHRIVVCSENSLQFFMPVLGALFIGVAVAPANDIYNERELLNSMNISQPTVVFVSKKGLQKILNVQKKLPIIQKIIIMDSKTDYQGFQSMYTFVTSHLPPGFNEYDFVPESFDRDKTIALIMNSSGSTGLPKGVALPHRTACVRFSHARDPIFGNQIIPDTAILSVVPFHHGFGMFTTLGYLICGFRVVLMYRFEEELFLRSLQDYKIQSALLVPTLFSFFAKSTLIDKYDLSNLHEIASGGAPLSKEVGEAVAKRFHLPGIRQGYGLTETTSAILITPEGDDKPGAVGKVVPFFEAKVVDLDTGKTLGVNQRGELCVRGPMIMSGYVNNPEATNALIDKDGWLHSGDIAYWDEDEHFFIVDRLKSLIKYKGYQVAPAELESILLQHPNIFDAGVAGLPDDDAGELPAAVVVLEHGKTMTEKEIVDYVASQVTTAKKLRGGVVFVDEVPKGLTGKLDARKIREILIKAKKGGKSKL
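Biochemical qHTS of compounds, final roughly 60 µM downward over six points, against 10 nM purified firefly luciferase using Km concentrations of substrates (10 uM D-luciferin, 10 uM ATP) in Tris acetate pH 7.5 buffer; luminescence output.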
Tb PFK block – blocks T. brucei phosphofructokinase; AID 485367; 330,000 compounds, 0.17% hits; O15648; Potency, µM (top dose mostly 57.5 µM), for the others: at the top dose activity, negative = inhibition, actives largely listed as inhibitors; T. brucei PFK, ADP-Glo luminescence;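 also: potency is read from the fitted curve at half-maximal effect; 0% = uninhibited 1x PFK enzyme wells and -100% = no-enzyme wells; nearly all actives have a fitted effect of over 60% in size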
Target sequence (O15648 whole entry, looked up): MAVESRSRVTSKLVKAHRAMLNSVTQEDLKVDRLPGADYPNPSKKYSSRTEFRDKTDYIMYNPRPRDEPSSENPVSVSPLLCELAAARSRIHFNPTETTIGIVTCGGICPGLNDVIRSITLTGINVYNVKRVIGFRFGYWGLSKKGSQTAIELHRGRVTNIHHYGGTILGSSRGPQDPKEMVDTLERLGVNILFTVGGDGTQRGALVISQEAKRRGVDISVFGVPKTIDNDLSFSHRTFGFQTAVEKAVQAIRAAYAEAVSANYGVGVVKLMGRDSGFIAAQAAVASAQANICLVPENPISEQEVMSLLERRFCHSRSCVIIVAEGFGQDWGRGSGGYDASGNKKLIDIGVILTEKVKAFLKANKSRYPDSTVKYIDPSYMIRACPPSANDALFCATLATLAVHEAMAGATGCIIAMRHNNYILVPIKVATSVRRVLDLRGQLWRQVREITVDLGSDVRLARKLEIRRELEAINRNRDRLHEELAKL
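Compounds were pin-transferred as a titration series up to 57 uM into substrate buffer (0.5 mM F6P, 0.1 mM ATP, pH 8.0), then 1.25 nM PFK was added and reactions ran 45 min before ADP-Glo detection.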
Starred values were filed as active, the others as inactive; & = joins results of further samples; [ ] = remark or other dose. Unless noted, calls follow the shape of the dose curve; as a rule, active = well fitted curve in the direction sought with a large enough effect; inconclusive = small, poorly fitted or top-dose-only effect, or another doubt; inactive = no such curve, though single readings can be large; an effect the other way counts as inactive or inconclusive. Compounds were not picked by outcome, and some 14% of all compounds hit somewhere here.

C=CCOc1ccc(-c2nc3c(c(=O)[nH]c(=O)n3CCCC)n2C)cc1Br was read as Gal4-VP16 FLuc 1%, Rab9 promoter act -1%, FBPA coupling cs 0, KCNH2 3.1 inh -4, Giardia killer 0, NPC1 prom act -3%, RORg inh 12%, ELG1 genotoxic 15%, uPA surface inh -3%, FLuc counter 1% and Tb PFK block 3%.
Screening O=C(Cn1cnc2c(nnn2Cc2ccc(F)cc2)c1=O)NCC1CCCO1 (stereo not given) returned Gal4-VP16 FLuc -2%, Rab9 promoter act 6%, FBPA coupling cs -1, KCNH2 3.1 inh 3, Giardia killer 18, NPC1 prom act -3%, RORg inh -29%, ELG1 genotoxic 3%, uPA surface inh 11%, FLuc counter 0% and Tb PFK block -15%.
`COc1ccccc1NC(=O)Cn1cnc2c(oc3nc4c(cc32)CCCC4)c1=O` gave Gal4-VP16 FLuc 3%, Rab9 promoter act 0%, FBPA coupling cs -3, KCNH2 3.1 inh -4, Giardia killer -15, NPC1 prom act -3%, RORg inh 19%, ELG1 genotoxic -1%, uPA surface inh 6%, FLuc counter -14% and Tb PFK block 0%.
Screening N#Cc1ccc(COC(=O)c2ccc3c(=O)[nH]c(CN4CCOCC4)nc3c2)cc1 returned Gal4-VP16 FLuc 8%, Rab9 promoter act 1%, FBPA coupling cs 1, KCNH2 3.1 inh -19, Giardia killer 10, NPC1 prom act -1%, RORg inh -21%, ELG1 genotoxic -1%, uPA surface inh -3%, FLuc counter -1% and Tb PFK block -3%.
`CCCC1(C(=O)OC)NC(c2ccco2)C2C(=O)N(c3ccc(C)cc3)C(=O)C21` (stereo not given) gave Gal4-VP16 FLuc 2%, Rab9 promoter act -13%, FBPA coupling cs -2, KCNH2 3.1 inh -3, Giardia killer 22, NPC1 prom act -5%, RORg inh -9%, ELG1 genotoxic 3%, uPA surface inh 5%, FLuc counter -2% and Tb PFK block 4%.
CCOc1ccc(CNC(=O)Cn2ccc3cc(S(=O)(=O)N4CCCC4)ccc32)cc1 was read as Gal4-VP16 FLuc -2%, Rab9 promoter act -1%, FBPA coupling cs 2, KCNH2 3.1 inh 1, Giardia killer -6, NPC1 prom act 1%, RORg inh 26%, ELG1 genotoxic -3%, uPA surface inh -2%, FLuc counter inconclusive and Tb PFK block 3%.
Cc1csc(NC(=O)CSc2nnc(NC(=O)COc3ccccc3)s2)n1 was read as Gal4-VP16 FLuc -22%, Rab9 promoter act 12%, FBPA coupling cs 0, KCNH2 3.1 inh 6, Giardia killer 8, NPC1 prom act 6%, RORg inh inconclusive, ELG1 genotoxic 8%, uPA surface inh -1%, FLuc counter 2.1µM* and Tb PFK block -3%.
CCOC(=O)c1ccc(Nc2nc(-c3cccnc3)nc3ccccc23)cc1 was read as Gal4-VP16 FLuc inconclusive, Rab9 promoter act -5%, KCNH2 3.1 inh -7, Giardia killer -4, NPC1 prom act -3%, RORg inh -34%, ELG1 genotoxic -4%, uPA surface inh -9%, FLuc counter 3% and Tb PFK block -2%.
`COc1cccc(C(c2nnnn2C(C)(C)C)N2CCN(C3CCCCC3)CC2)c1OC` (stereo not given) gave Gal4-VP16 FLuc 1%, Rab9 promoter act 0%, FBPA coupling cs -1, KCNH2 3.1 inh -22, Giardia killer -15, NPC1 prom act -3%, RORg inh -1%, ELG1 genotoxic 1%, uPA surface inh 8%, FLuc counter 4% and Tb PFK block -3%.
Screening COc1ccc(C(CCN2CCN(c3ccccc3)CC2)c2c(OC)cc(OC)c3c(-c4ccccc4)cc(=O)oc23)cc1 (stereo not given) returned Gal4-VP16 FLuc -13%&-13%, Rab9 promoter act -2%, FBPA coupling cs -3&1, KCNH2 3.1 inh -34, Giardia killer -19&-19, NPC1 prom act -13%, RORg inh 25%&6%, ELG1 genotoxic 2%, uPA surface inh -13%, FLuc counter 1% and Tb PFK block -5%.
Screening CCCCNC(=O)CO/N=C(\C)c1cc2ccccc2o1 returned Gal4-VP16 FLuc 4%, Rab9 promoter act 15%, FBPA coupling cs 0, KCNH2 3.1 inh -2, Giardia killer -2, NPC1 prom act 12%, RORg inh -2%, ELG1 genotoxic 11%, uPA surface inh -1%, FLuc counter inconclusive and Tb PFK block -1%.
COc1ccc(C(=O)NNC(=O)Cc2ccc(-c3ccccc3)cc2)cc1OC was read as Gal4-VP16 FLuc -1%, Rab9 promoter act 1%, FBPA coupling cs -1, KCNH2 3.1 inh -24, Giardia killer 1, NPC1 prom act -5%, RORg inh 13%, ELG1 genotoxic -2%, uPA surface inh -2%, FLuc counter -5% and Tb PFK block -4%.
Screening CCCC1(C(=O)OC)NC(c2ccc(OC)c(OC)c2)C2C(=O)N(c3cccc(C(C)=O)c3)C(=O)C21 (stereo not given) returned Gal4-VP16 FLuc 3%, Rab9 promoter act 9%, FBPA coupling cs -2, KCNH2 3.1 inh 11, Giardia killer 30[activator], NPC1 prom act -5%, RORg inh -43%, ELG1 genotoxic -5%, uPA surface inh 2%, FLuc counter -2% and Tb PFK block 8%.
For O=C(OCc1nnc(-c2ccccc2)o1)c1ccc([N+](=O)[O-])s1 the results were Rab9 promoter act -2%, KCNH2 3.1 inh -12, Giardia killer -10, NPC1 prom act -2%, ELG1 genotoxic -4%, uPA surface inh 7% and Tb PFK block 4%.
`O=C(NCCCN1CCOCC1)c1ccc(CSCc2cccc(Cl)c2)o1` gave Gal4-VP16 FLuc 10%, Rab9 promoter act -4%, FBPA coupling cs -3, KCNH2 3.1 inh 2, Giardia killer 14, NPC1 prom act 6%, RORg inh 13%, ELG1 genotoxic -5%, uPA surface inh 2%, FLuc counter -6% and Tb PFK block -14%.
Screening Cc1ccc(O)c(Nc2c3ccccc3nc3ccccc23)c1 returned Gal4-VP16 FLuc inconclusive, Rab9 promoter act 0%, FBPA coupling cs -2, KCNH2 3.1 inh -15, Giardia killer -27, NPC1 prom act -2%, RORg inh -32%, ELG1 genotoxic -9%, uPA surface inh -11%, FLuc counter inconclusive and Tb PFK block 1%.
Screening Cn1ncc([N+](=O)[O-])c1C(=O)Nc1ccc(-c2nc3ccccc3[nH]2)cc1 returned Gal4-VP16 FLuc inconclusive, Rab9 promoter act inconclusive, FBPA coupling cs 0, KCNH2 3.1 inh -4, Giardia killer -9, NPC1 prom act inconclusive, RORg inh inconclusive, ELG1 genotoxic inconclusive, uPA surface inh -10%, FLuc counter 21µM* and Tb PFK block -2%.
`O=C(c1cc2c(ccc3ccccc32)oc1=O)N1CCN(CCO)CC1` gave Gal4-VP16 FLuc 1%, Rab9 promoter act -1%, FBPA coupling cs 6, KCNH2 3.1 inh 2, Giardia killer -11, NPC1 prom act 3%, RORg inh inconclusive, ELG1 genotoxic -2%, uPA surface inh 6%, FLuc counter 1% and Tb PFK block -6%.
Screening CC(=O)Nc1ccc(C(=O)Nc2ccc(S(=O)(=O)N3CCOCC3)cc2)cc1 returned Gal4-VP16 FLuc 3%, Rab9 promoter act 3%, FBPA coupling cs -1, KCNH2 3.1 inh -1, Giardia killer 1, NPC1 prom act -1%, RORg inh 20%, ELG1 genotoxic 4%, uPA surface inh 13%, FLuc counter inconclusive and Tb PFK block 2%.
Screening CCC1CCCCN1S(=O)(=O)Cc1ccccc1Cl (stereo not given) returned Gal4-VP16 FLuc -20%, Rab9 promoter act 2%, FBPA coupling cs 5, KCNH2 3.1 inh 7, Giardia killer -24, NPC1 prom act 1%, RORg inh -3%, ELG1 genotoxic -2%, uPA surface inh -4%, FLuc counter -1% and Tb PFK block -7%.
For O=C(Nc1ccc2c(c1)OCCO2)c1ccc(CN2CCOCC2)cc1 the results were Gal4-VP16 FLuc -23%, Rab9 promoter act 3.5µM*, FBPA coupling cs 2, KCNH2 3.1 inh 7, Giardia killer -9, NPC1 prom act 28%, RORg inh -22%, ELG1 genotoxic 4%, uPA surface inh -8%, FLuc counter 11µM* and Tb PFK block -1%.
`Cc1cccn2c(=O)c(/C=C3\SC(=S)NC3=O)c(NCCCN3CCOCC3)nc12` gave Gal4-VP16 FLuc 0%, Rab9 promoter act 3%, FBPA coupling cs -4, KCNH2 3.1 inh -7, Giardia killer -5, NPC1 prom act -2%, RORg inh 16%, ELG1 genotoxic 6%, uPA surface inh 5%, FLuc counter -16% and Tb PFK block 10%.
For O=C(OCC(=O)N1CCN(c2ccccc2)CC1)c1ccccc1NCCO the results were Rab9 promoter act inconclusive, KCNH2 3.1 inh 17, Giardia killer -4, NPC1 prom act 28%, ELG1 genotoxic 10%, uPA surface inh 0%, FLuc counter -7% and Tb PFK block -2%.
`CC(=O)N1NC(=Nc2ccccc2)SC1(C)C` gave Gal4-VP16 FLuc inconclusive, Rab9 promoter act -27%, FBPA coupling cs 0, KCNH2 3.1 inh 3, Giardia killer 1, NPC1 prom act -6%, RORg inh -16%, ELG1 genotoxic -5%, uPA surface inh -1%, FLuc counter -18% and Tb PFK block -6%.
